Screening results deposited in PubChem BioAssay by National Center for Advancing Translational Sciences (NCATS).
LDHA block: qHTS assay for inhibitors of human lactate dehydrogenase. L-lactate dehydrogenase A chain (Homo sapiens), P00338. purified LDHA, NADH/diaphorase-resazurin fluorescence; active compounds read low. activity change, % (values are at about 110 or 230 µM). 480,000 compounds, 0.15% hits. AID 1347041, 2019; in the data active means activity change below about -30%;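 further: plate controls were DMSO wells for no effect and wells without enzyme for full effect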
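Human LDH5 at 2 nM final in Tris HCl pH 7.4 with 0.06 mM NADH and 0.2 mM pyruvate, reacted 5 minutes at room temperature. Remaining NADH coupled via diaphorase/resazurin; resorufin fluorescence read at 0 and 20 minutes, normalized to enzyme-free and DMSO wells.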
Vif-A3G inh: qHTS for Inhibitors of Vif-A3G Interactions: qHTS; DNA dC->dU-editing enzyme APOBEC-3G (Homo sapiens), Q9HC16; HeLa A3G-eYFP + Vif (tagged APOBEC3G with the HIV-1 protein that degrades it), YFP fluorescence, overnight; Potency, µM (series often up to 46.1 µM), for inactives: top-dose activity, negative = active, actives largely listed as inhibitors; 410,000 compounds, 0.076% hits;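 further: potency means the concentration at half of the fitted maximal effect; on the % scale 0 is the no-effect control and ±100 the full control effect; nearly all actives have a fitted effect of over 60% in size; hits raise eYFP signal because A3G escapes Vif-driven loss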
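Read-out is eYFP fluorescence (Ex 488/Em 500-530) from Vif-expressing HeLa A3G-eYFP cells; more signal means A3G escaped Vif-mediated degradation. Cells plated overnight, compound pinned in, incubated overnight at 37 deg C.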
Glioma ERSR ind: qHTS for Inducers of the Endoplasmic Reticulum Stress Response (ERSR) in Human Glioma: qHTS; U87-MG GRP78 promoter luciferase reporter, 16 h; Potency, µM, without a hit: top-dose activation, most hits filed as activators; 420,000 compounds, 0.02% hits; further: potency means the concentration at half of the fitted maximal effect; series mostly up to about 76 µM; % of control where 0% means no effect; nearly all actives have a fitted effect of over 35% in size
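Stably transfected U87-MG glioma cells carrying a GRP78-based luciferase sensor; 16 h compound incubation. Luminescence end-point read 10 min after Bright-Glo addition at room temperature.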
D1 potentiator: Potentiators of Human D1 Dopamine Receptor: qHTS; AID 504651, 2011; potentiation, % at 10 µM; HEK293 TREx D1 cells, calcium flux, dopamine EC20 potentiation; 360,000 compounds, 0.036% hits; in the data active means potentiation above about 30%; further: 0% is about no effect
RXFP1 agonist: qHTS Assay for Agonists of the Relaxin Receptor RXFP1; HEK293T-RXFP1 cAMP TR-FRET, 30 min; response scale: percent of porcine relaxin response, buffer zero; Potency, µM (series often up to 57.5 µM), for the others: top-dose activation, most hits filed as activators; 370,000 compounds, 0.3% hits; AID 2676, 2010; further: potency means the concentration at half of the fitted maximal effect; on the % scale 0 is the no-effect control and ±100 the full control effect; nearly all actives have a fitted effect of over 60% in size; many of its hits are not listed in these tables
Target sequence (Q9HBX9 whole entry, looked up): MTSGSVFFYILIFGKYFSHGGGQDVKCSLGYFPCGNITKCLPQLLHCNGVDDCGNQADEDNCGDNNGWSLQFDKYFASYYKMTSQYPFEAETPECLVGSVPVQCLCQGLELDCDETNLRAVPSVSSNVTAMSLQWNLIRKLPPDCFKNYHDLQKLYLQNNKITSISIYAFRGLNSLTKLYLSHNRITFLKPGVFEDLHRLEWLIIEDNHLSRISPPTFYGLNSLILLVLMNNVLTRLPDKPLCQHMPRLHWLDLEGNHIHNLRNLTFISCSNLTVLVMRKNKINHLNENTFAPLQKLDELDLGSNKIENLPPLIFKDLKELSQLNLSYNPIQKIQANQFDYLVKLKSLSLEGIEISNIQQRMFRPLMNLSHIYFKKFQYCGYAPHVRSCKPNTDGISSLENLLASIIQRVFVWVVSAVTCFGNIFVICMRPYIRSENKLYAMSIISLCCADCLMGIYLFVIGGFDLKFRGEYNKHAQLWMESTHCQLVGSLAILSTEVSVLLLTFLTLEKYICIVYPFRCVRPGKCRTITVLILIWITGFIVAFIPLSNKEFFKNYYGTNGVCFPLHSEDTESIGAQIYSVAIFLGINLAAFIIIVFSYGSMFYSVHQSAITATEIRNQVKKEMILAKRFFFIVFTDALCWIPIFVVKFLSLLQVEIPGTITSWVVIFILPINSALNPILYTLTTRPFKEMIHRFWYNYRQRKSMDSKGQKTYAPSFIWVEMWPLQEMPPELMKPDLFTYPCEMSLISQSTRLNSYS
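Agonist response is measured as cAMP accumulation in an RXFP1-transfected HEK293T line under PDE4 inhibition. Values are scaled between buffer-only and 29 nM porcine relaxin, and EC50s come from standard Hill equation fits.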
D1 ag: Allosteric Agonists of the Human D1 Dopamine Receptor: qHTS. activation, % at 2 µM. HEK293 T-REx D1 cells, calcium flux, agonist mode. D(1A) dopamine receptor (Homo sapiens), P21728. 360,000 compounds, 1% hits; in the data active means activation above about 30%; further: 0% is about no effect
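Inducible HEK293 T-REx D1 cells, force-coupled to calcium signalling, were plated at 4000 cells/well with tetracycline and held overnight at 30 C. After no-wash calcium dye loading, compound-evoked calcium rise over 180 s flagged agonists.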
D2 PAM: HTS Assay for Positive Allosteric Modulators of the Human D2 Dopamine Receptor: Primary Screen for Potentiators | 340,000 compounds, 0.34% hits | D(2) dopamine receptor (Homo sapiens), P14416 | HEK293 T-REx D2, calcium flux, EC20 dopamine potentiation | potentiation, % at 10 µM;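 active means potentiation over 3 SD above the plate norm, cut at about 30% in these data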; further: 0% is about no effect
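Potentiation of an EC20 dopamine calcium response measured kinetically over 180 s, after a preceding 180 s compound-only read flagging agonists. Cells: inducible Hek293 Trex D2 line, 4000/well, cultured overnight at 30 C before dye loading.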
Vif-A3F inh: qHTS for Inhibitors of Vif-A3F Interactions: qHTS; HeLa A3F-eYFP + Vif (tagged APOBEC3F with the HIV-1 protein that degrades it), YFP fluorescence increase; Potency, µM (series often up to 46.1 µM), for the others: at the highest dose activity, negative = active; 390,000 compounds, 0.2% hits; AID 602313, 2012; further: potency means the concentration at half of the fitted maximal effect; % of control where 0% means no effect; nearly all actives have a fitted effect of over 65% in size
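HeLa cells stably expressing Vif plus C-terminally eYFP-tagged A3F were seeded, incubated overnight at 37 deg C, dosed with compound, incubated overnight again at 37 deg C. Yellow fluorescence (Ex 488/Em 500-530) reported blocked Vif-mediated A3F-eYFP degradation.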
D1 antagonist: Antagonist of Human D 1 Dopamine Receptor: qHTS | D(1A) dopamine receptor (Homo sapiens), P21728 | HEK293 TREx D1 cells, calcium flux, dopamine EC80; active compounds read low | activity change, negative = inhibition, % at 10 µM | 360,000 compounds, 3.2% hits; in the data active means activity change below about -30%; further: on the % scale 0 is the no-effect control and ±100 the full control effect
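Tetracycline-induced HEK293 Trex D1 cells, force-coupled to calcium, dye-loaded; compounds added and read 180 s, then EC80 dopamine added and calcium flux tracked kinetically another 180 s.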
An asterisk follows results filed as active; . = no result given; & = joins results of further samples; ! = not confirmed by another sample. Unless noted, the call rests on the fitted dose curve; in most records, active means well fitted curve in the direction sought with a large enough effect; inconclusive means small, poorly fitted or top-dose-only effect, or another doubt; inactive means no such curve, though single readings can be large; an effect the other way counts as inactive or inconclusive. A portion of the library; rates above refer to the full screens.

Every second line gives: D2 PAM	D1 antagonist	D1 ag	RXFP1 agonist	Vif-A3F inh	LDHA block	Glioma ERSR ind	D1 potentiator	Vif-A3G inh
- C=CCCOc1ccccc1C(N)=O
 : 11	-3	1	1.0%	-1%	-10	-3%	-4	1%
- CCCCc1ccc(NC(=O)C(=O)NCCN2CCN(Cc3ccc([N+](=O)[O-])cc3)CC2)cc1
 : 2	-7	8	1.9%	0%	-9	-5%	-4	0%
- Cn1cnc2c1c(=O)n(Cc1ccc(Cl)cc1Cl)c(=O)n2C
 : 6	17	5	0.1%	-1%	-13	-5%	6	-1%
- NC(=O)NC(CC(=O)NNC(=O)c1ccccn1)c1ccccc1Cl (configuration not stated)
 : 6	-7	1	0.9%	1%	1	-1%	3	5%
- O=C(NCc1ccco1)c1cccc(NS(=O)(=O)c2cccc(F)c2)c1
 : -6	7	3	1.1%	-6%	-2	0%	0	0%
- COc1ccc(/C=C2\SC(=S)N(CCCC(=O)Nc3cc(C)on3)C2=O)cc1OC
 : 21	-3	0	-1.7%	-9%	-3	-9%	3	0%
- CC(CNC(=O)Cc1ccc(NC(=O)N2CCSc3ncccc32)cc1)c1ccccc1 (configuration not stated)
 : -2	-11	5	0.9%	-1%	-5	-2%	-2	3%
- CCC(C)NC(=O)NCc1ccccc1F (configuration not stated)
 : 2	-5	2	-0.1%	-2%	-4	3%	3	0%
- C=CCNC1=C(Cl)C(=O)c2ccccc2C1=O
 : 2	5	2	2.0%	10%	-3	-6%	-2	-7%
- CC(=O)c1c(C)[nH]c(C(=O)NCc2ccco2)c1C
 : -9	-64*	2	-0.6%	-21%	-7	-3%	-8	-3%
- O=C(O)Cc1ccc2ccc3ccccc3c2c1
 : .	.	.	.	-4%	1	-2%	.	-6%
- CCOc1ccccc1NC(=O)Cn1nnc(C(=O)Nc2ccc(C)c(C)c2)c1N
 : -4	6	0	1.3%	-8%	-2	-2%	1	-2%
- O=C(CNCc1ccccc1Cl)Nc1ccc2c(c1)OCCO2
 : -11	-5	9	0.2%	-1%	-14	0%	4	0%
- COc1ccc(NC(=O)C(F)(OC)C(F)(F)F)c(OC)c1 (configuration not stated)
 : 3	1	2	0.2%	-3%	1	-2%	2	1%
- CCOc1ccccc1NC(=O)N1CCc2ccccc2C1
 : -2	-5	3	1.1%	-5%	-3	-1%	-8	0%
- C/C(Cc1ccccc1)=N\NC(=O)CNC(=O)Cc1ccc(Cl)cc1
 : 5	17	0	3.8%	0%	-4	-3%	2	-3%
- Cc1ccc(S(=O)(=O)NCCc2nnc3ccc(SCC(=O)Nc4ccc(F)cc4F)nn23)cc1
 : -5	4	0	2.2%	-8%	4	-2%	0	-2%
- CCOCCc1nnc(NC(=O)Cc2ccccc2)s1
 : .	8	1	-0.4%	-9%	-7	-1%	3	0%
- N#CCn1cnc2c(oc3ccccc32)c1=O
 : -2	-15	2	6.6%	-3%	-5	-2%	-4	-3%
- Cc1c2cnn(CC(=O)N3CCN(c4ncccn4)CC3)c(=O)c2c(C)n1Cc1ccc(F)cc1
 : -5	0	0	0.6%	.	.	.	0	.
- Cc1cc(NS(=O)(=O)N(C)C)ccc1C(C)C
 : .	.	-2	-0.7%	5%	-4	2%	2	0%
- Cc1cccc(N(CC(=O)Nc2c(C)n(C)n(-c3ccccc3)c2=O)S(C)(=O)=O)c1
 : 21	28	-2	-0.9%	-4%	0	-3%	-1	1%
- CCOc1ccc(NC(=O)c2nsc(Cl)c2Cl)cc1
 : 2	-2	0	2.1%	-3%	-4	3%	-3	-5%
- CC(C(=O)N=c1sc2ccccc2n1C)N1C(=O)C2CC=CCC2C1=O (configuration not stated)
 : 10	4	1	-1.0%	5%	-4	0%	0	0%
- Cc1cc(C)n2nc(Cc3ccccc3)nc2n1
 : 4	-14	3	-0.6%	4%	-7	-2%	2	1%
- NC(=O)C1(c2ccccc2)CCCN1C(=O)c1ccc(Br)cc1 (configuration not stated)
 : -8	0	0	2.5%	9%	-1	-1%	-3	-1%
- O=c1[nH]c(=O)n2ncnc2[nH]1
 : .	.	.	.	-7%	-5	-3%	.	2%
- Cc1cc(S(=O)(=O)Nc2cccc(C(=O)O)c2)c(C)c(S(=O)(=O)c2ccccc2)c1
 : 2	-9	1	-0.6%	-12%	-8	1%	-1	4%
- O=P(NC1CCCCC1)(c1ccccc1)c1ccccc1
 : .	.	.	.	-3%	-9	-1%	.	-4%
- Cc1cc(C)c(S(=O)(=O)N(C)CC(=O)NC2CCCC2)c(C)c1
 : -2	2	2	0.8%	2%	-9	-4%	-1	0%

No new results follow: nine of the compounds above.
Every second line gives: D2 PAM	D1 antagonist	D1 ag	RXFP1 agonist	Vif-A3F inh	LDHA block	Glioma ERSR ind	D1 potentiator	Vif-A3G inh
- C=CCCOc1ccccc1C(N)=O
 : 11	-3	1	1.0%	-1%	-10	-3%	-4	1%
- CCCCc1ccc(NC(=O)C(=O)NCCN2CCN(Cc3ccc([N+](=O)[O-])cc3)CC2)cc1
 : 2	-7	8	1.9%	0%	-9	-5%	-4	0%
- Cn1cnc2c1c(=O)n(Cc1ccc(Cl)cc1Cl)c(=O)n2C
 : 6	17	5	0.1%	-1%	-13	-5%	6	-1%
- NC(=O)NC(CC(=O)NNC(=O)c1ccccn1)c1ccccc1Cl (configuration not stated)
 : 6	-7	1	0.9%	1%	1	-1%	3	5%
- O=C(NCc1ccco1)c1cccc(NS(=O)(=O)c2cccc(F)c2)c1
 : -6	7	3	1.1%	-6%	-2	0%	0	0%
- COc1ccc(/C=C2\SC(=S)N(CCCC(=O)Nc3cc(C)on3)C2=O)cc1OC
 : 21	-3	0	-1.7%	-9%	-3	-9%	3	0%
- CC(CNC(=O)Cc1ccc(NC(=O)N2CCSc3ncccc32)cc1)c1ccccc1 (configuration not stated)
 : -2	-11	5	0.9%	-1%	-5	-2%	-2	3%
- CCC(C)NC(=O)NCc1ccccc1F (configuration not stated)
 : 2	-5	2	-0.1%	-2%	-4	3%	3	0%
- C=CCNC1=C(Cl)C(=O)c2ccccc2C1=O
 : 2	5	2	2.0%	10%	-3	-6%	-2	-7%

The list goes on.
Every second line gives: D2 PAM	D1 antagonist	D1 ag	RXFP1 agonist	Vif-A3F inh	LDHA block	Glioma ERSR ind	D1 potentiator	Vif-A3G inh
- Cc1cc(C(=O)OCC(=O)Nc2nccs2)c2ccccc2n1
 : 7	-25	0	6.0%	0%	-2	-2%	1	1%
- CCS(=O)(=O)N1CCc2cc(C(=O)Nc3ccc(OC)cc3OC)ccc21
 : -4	-29	1	0.0%	-4%	-1	-1%	-1	3%
- O=c1cc(-c2ccccc2)c2cc(Cl)c(O)c(CN3CCOCC3)c2o1
 : -3	19	19	3.7%	-5%	-2	-2%	-3	-2%
- CCCSCCCNC(=O)CN1C(=O)COc2ccc(S(=O)(=O)N3CCCC3)cc21
 : -4&-3	-38*!	2&2	-1.7%&1.5%	1%&-10%	-1&-2	-2%&6%	3&-3	-5%&-2%
- COCCNC(=O)c1cc(-c2ccccc2OC)on1
 : .	12	1	1.3%	-20%	-17	0%	-5	-30%
- CC1CCN(C(=O)c2ccc3ccccc3c2)CC1
 : 9	-15	2	4.7%	2%	-1	-1%	-5	-5%
- O=C(CN1CCN(c2ccccn2)CC1)Nc1cccc(C(F)(F)F)c1
 : -31	-15	7	2.3%	-5%	-10	1%	-1	-1%
- CC1(C)Cc2ccccc2-c2nnc(SCC(=O)N3CCN(c4ccccc4)CC3)n21
 : -11	-9	1	4.7%	-2%	-2	-3%	-5	0%
- CCN(CC)c1ccc(NS(=O)(=O)c2ccc(-c3ccc(=O)[nH]n3)o2)c(C)c1
 : 3	-2	2	-1.1%	4%	10	-5%	-7	0%
- O=C(NCc1ccncc1)C(=O)NCc1ccco1
 : 2	-3	5	0.4%	-4%	-2	1%	-1	3%
- CCN(CC)S(=O)(=O)c1ccc2c(c1)NC(=O)C1CCCN21 (configuration not stated)
 : 6	-12	4	11%	-25%	0	-2%	3	-2%
- O=C(CCCN1C(=O)c2ccccc2C1=O)Nc1cccnc1
 : 1	-7	-2	3.3%	-13%	-3	0%	-4	0%
- CN(CC(=O)Nc1ccc(Cl)c(Cl)c1)CC(=O)N1CCc2ccccc21
 : .	.	.	.	7%	0	-3%	.	-6%
- CNS(=O)(=O)c1cccc(C(=O)OCC(=O)/C=C2/N(C)c3ccccc3C2(C)C)c1
 : -7	-43*	18	-0.1%	-9%	2	-6%	-6	-30%
- Cc1cccc(C)c1-n1ncc(C(=O)N2CCN(c3ncccn3)CC2)c1C1CCN(C(=O)OC(C)(C)C)CC1
 : 0	25	1	1.4%	2%	-2	-1%	0	-5%
- COCCn1c(N2CCN(c3ccccc3)CC2)nc2c1c(=O)n(C)c(=O)n2C
 : 9	-2	2	10%	6%	-6	-3%	0	-7%
- CC1CCCCN1C(=S)Nc1ccc(S(=O)(=O)N2CCCCC2)cc1 (configuration not stated)
 : .	.	.	.	-9%	-8	0%	.	0%
- COc1cccc(N2C(=O)C3ON(c4ccccc4)C(c4cccs4)C3C2=O)c1 (configuration not stated)
 : -12	-18	3	0.5%	4%	-1	-6%	-7	-10%
